PLC-beta3 inh – inhibitors of human phospholipase C beta3. Q01970. Purified PLC-beta3, fluorogenic substrate, fluorescence. inhibition, % at 12.2 µM. actives 0.18% (n = 370,000); in the data active = inhibition above about 11%;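 note: 0% = median of compound wells on plate and 100% = full blocker control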
HGIII-sPLA2 inh – Inhibits HGIII-sPLA2 liposome hydrolysis, primary screen; Q9NZ20; QFRET BODIPY PC-A2 liposome hydrolysis, fluorescence; inhibition, % at 12.2 µM; actives 0.56% (n = 370,000); AID 743126;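 active = inhibition above mean plus 3 SD of compounds lying within the high and low control bounds, cut at about 19% in these data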;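 note: 0% = median of test compound wells and 100% = no enzyme DMSO wells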
ADAM17 inh – ADAM17 inhibition, QFRET primary screen | P78536 | AID 720648 | inhibition, % at 6.95 µM | actives 0.83% (n = 370,000) | recombinant ADAM17, EDANS/DABCYL FRET peptide cleavage;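 active = inhibition above the mean of compounds lying between control limits plus 3 SD, set per campaign, cut at about 8.5% in these data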;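 note: 0% = DMSO-only wells as the low control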
PLC-gamma1 inh – inhibitors of human phospholipase C gamma1 | AID 720700 | purified PLC-gamma1, fluorogenic substrate, fluorescence | actives 0.84% (n = 370,000) | inhibition, % at 12.2 µM; in the data active = inhibition above about 9.5%
hgDAF-12 ag – activates the H. glycines DAF-12 receptor ligand-binding domain; activation, % at 6.8 µM; HEK293 GAL4-hgDAF12 UAS-luciferase reporter, agonist luminescence; normalized to butyrate control; actives 1.8% (n = 370,000);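 active = activation above a cutoff set at the mean of all screened compounds plus 3 SD, cut at about 10% in these data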;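 note: 0% = DMSO wells and 100% = sodium butyrate wells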
hcDAF12 agonist – activates DAF-12 receptor from parasite H. contortus; HEK293 hcDAF-12 lit1-tk-luc reporter, luminescence; 0% DMSO, 100% Δ7-dafachronic acid; activation, % at 6.8 µM; actives 1.4% (n = 370,000); AID 652067;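 active = activation above the mean of all tested compounds plus 3 SD, cut at about 5.5% in these data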;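 note: 100% = response to 3 µM Δ7-dafachronic acid high control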
DAX1 inh-1 – inhibitors of human orphan nuclear receptor DAX1 (NR0B1). P51843. AID 504766. inhibition, % at 6.75 µM. actives 0.99% (n = 340,000). HEK293 Gal4-DAX1 luciferase reporter, luminescence;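 active = inhibition above the mean over all tested compounds plus 3 SD, cut at about 4.2% in these data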;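 note: 0% = DAX1-transfected cells with DMSO and 100% = empty-vector control cells with DMSO; inhibition shows as a rise in luminescence from relieved DAX1 repression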
ssDAF12 agonist – activators of S. stercoralis DAF-12 nuclear receptor; HEK293 ssDAF-12/GRIP1 lit1-tk-luc reporter, luminescence; % of 3 µM dafachronic acid response; activation, % at 6.8 µM; actives 1% (n = 370,000);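 active = activation above the mean over all tested compounds plus 3 SD, cut at about 0.9% in these data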;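 note: 0% = DMSO-only wells and 100% = 3 µM delta7-dafachronic acid wells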
ADAM10 inh – inhibits human ADAM10; O14672; recombinant ADAM10, EDANS/DABCYL FRET peptide cleavage, 3 h; inhibition, % at 7 µM; actives 0.62% (n = 370,000);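 active = inhibition above a per-campaign cutoff equal to the mean of compounds falling between control-based bounds plus 3 SD, cut at about 20% in these data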;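 note: 0% = DMSO wells while the 100% control is not disclosed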
DAX1 inh-2 – DAX1 (NR0B1) inhibition, primary screen | AID 652010 | actives 1.1% (n = 370,000) | inhibition, % at 6.8 µM | HEK293T StAR-luciferase reporter, SF-1/DAX-1 repression relief;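 active = inhibition above the mean over all tested compounds plus 3 SD, cut at about 3.6% in these data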;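 note: 0% = DAX-1 cells with DMSO and 100% = cells lacking DAX-1 with DMSO; higher inhibition means more luminescence from relief of DAX-1 repression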
GAA850 FXN act – frataxin GAA850 promoter activation; HEK293 lucGAA850 FXN promoter luciferase reporter, 24 h; percent of 10 µM SAHA response; actives 0.56% (n = 360,000); AID 540364; activation, % at 6 µM;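 active = activation above the average of all compounds screened plus 3 SD, cutoff fixed separately per campaign, cut at about 7.5% in these data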;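 note: 0% = DMSO wells and 100% = 10 µM SAHA wells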
An asterisk follows results filed as active; i = inactive; · = not tested or not shown.

nr	SMILES	PLC-beta3 inh	HGIII-sPLA2 inh	ADAM17 inh	PLC-gamma1 inh	hgDAF-12 ag	hcDAF12 agonist	DAX1 inh-1	ssDAF12 agonist	ADAM10 inh	DAX1 inh-2	GAA850 FXN act
1	Cc1ccc(S(=O)(=O)N2CCCCC2)cc1NC(=O)Cn1cnnn1	-7	14	-4	3	-3.8	1.2	0.0	-0.4	-10	0.0	1.1
2	Cc1cc(=O)c(C(=O)Nc2cccc(C(=O)NC3CC3)c2)nn1-c1ccccc1Cl	-3	8	-4	0	-0.5	-2.5	1.4	-0.9	-1	-0.6	5.3
3	Cc1ccnc(NS(=O)(=O)c2ccc(NC(=O)Cc3c(F)cccc3Cl)cc2)n1	-4	-7	2	2	-2.4	4.1	1.2	-1.5	6	0.2	3.8
4	CCOC(=O)c1sc(NC(=O)c2cccc(S(=O)(=O)N3c4ccccc4CC3C)c2)cc1C (stereo not given)	-8	6	-7	-1	-1.2	-1.1	-1.2	-1.9	-7	0.4	1.8
5	Nc1c2c(nc3sc4c(c13)CCCC4)-c1ccccc1CC2	-11	7	-6	-5	9.9	7.6*	2.7	1.1*	-16	3.3	1.7
6	COc1ccc(C(=O)CC(=O)c2ccccc2O)cc1OC	i	1	-131	i	1.4	0.3	2.1	-1.3	-358	-0.1	7.3
7	Cc1[nH][nH]c(=O)c1C(c1ccc(N(C)C)c(Br)c1)c1c(C)[nH][nH]c1=O	0	-45	-4	-2	0.1	0.5	0.1	-0.9	0	-0.4	0.6
8	COc1cc(C)ccc1S(=O)(=O)NC(=O)C1(C)CCN1C(=O)c1ccc(C(F)(F)F)nc1C (stereo not given)	-2	-2	-7	1	-1.8	0.1	·	-1.2	-10	0.2	1.8
9	COCCN(Cc1cc2cc(C)ccc2nc1Cl)C(=O)Nc1ccccc1OC	1	2	-1	5	1.5	-1.4	1.2	-0.7	3	0.1	0.0
10	CCCS(=O)(=O)c1c(S(=O)(=O)CCC)c2ccccn2c1C(=O)OC	-18	-1	-16	-14	0.3	1.9	1.0	0.1	-60	-0.8	-1.3

Other compounds:
nr	SMILES	PLC-beta3 inh	HGIII-sPLA2 inh	ADAM17 inh	PLC-gamma1 inh	hgDAF-12 ag	hcDAF12 agonist	DAX1 inh-1	ssDAF12 agonist	ADAM10 inh	DAX1 inh-2	GAA850 FXN act
11	CC(=NNC(=O)CCC(=O)Nc1ccccc1Cl)c1ccco1	1	-1	-2	0	-2.0	-1.2	1.4	-0.8	-2	0.1	0.6
12	O=C(NCCC1=CCCCC1)C1CCN(S(=O)(=O)c2ccc(Br)s2)CC1	10	-8	5	6	-2.1	-0.1	3.7	0.1	11	0.9	0.7
13	c1ccc(-n2nnnc2SCc2ccccn2)cc1	-2	8	-6	1	2.4	-2.5	0.3	-0.8	-2	-0.2	-0.7
14	O=C(CNC(=O)OCc1ccccc1)OC(c1ccccc1)c1ccccc1	1	-11	8	1	1.2	0.0	-0.1	-1.5	16	-0.8	-0.5
15	CC(C)COC(=O)c1ccc(NC(=O)C2C3C=CC(C3)C2C(=O)O)cc1 (stereo not given)	-2	2	-2	-2	4.8	1.1	3.3	-0.3	7	1.1	5.3
16	COC(=O)c1c(C(=O)OC)c(-c2ccc(C(C)(C)C)cc2)n2c1CS(=O)C2 (stereo not given)	2	-2	1	4	-3.0	-2.2	-0.5	-1.5	-2	-0.4	1.2
17	CCc1nc2c(cnn2-c2ccc(Cl)cc2)c(=O)n1-c1ccc(OC)cc1	-7	5	0	3	-1.3	-0.8	-0.7	-1.0	-2	-0.3	0.7
18	COc1ccc(CCNC(=O)CSc2ccc(-c3ccncc3)nn2)cc1	-3	1	-2	-2	-1.1	-1.5	1.8	-1.4	-6	-0.3	1.8
19	CCN(CC)S(=O)(=O)c1cccc(NC(=O)C2SC(=Nc3ccc(C)cc3C)C(C(=O)NCC3CCCO3)=C2N)c1 (stereo not given)	-1	-20	6	4	-0.5	-0.9	-0.5	-1.4	8	-0.2	-1.7
20	Cn1ncc(Cl)c1C(=O)NCC1CCCO1 (stereo not given)	-2	5	0	4	-0.7	1.8	-0.6	-1.2	-1	0.2	-0.5

The list goes on:
nr	SMILES	PLC-beta3 inh	HGIII-sPLA2 inh	ADAM17 inh	PLC-gamma1 inh	hgDAF-12 ag	hcDAF12 agonist	DAX1 inh-1	ssDAF12 agonist	ADAM10 inh	DAX1 inh-2	GAA850 FXN act
21	NC(=O)C(c1ccc(Cl)cc1)c1ccc(Sc2ccccc2)nn1 (stereo not given)	0	-14	3	-1	2.9	-2.2	-0.6	-1.4	10	-0.8	0.1
22	CC(C)c1cc(NC(=O)CCl)on1	-4	0	-5	-3	-5.8	-1.8	-1.1	-1.5	5	-2.5	4.2
23	O=C(NCc1ccccn1)C1CN(S(=O)(=O)c2ccccc2)CCN1S(=O)(=O)c1ccccc1 (stereo not given)	-12	-1	-4	-6	-0.3	-0.5	·	-1.0	-5	-0.4	2.2
24	Cc1ccc(-n2nnc(-c3cc4ccccc4nc3Cl)n2)cc1	-25	3	-8	-11	2.5	4.6	2.7	1.4*	-16	-0.1	3.6
25	O=C(Nc1ccc(F)c(Cl)c1)C1CC(=O)N(Cc2ccco2)C1 (stereo not given)	-1	-11	1	7	0.8	-1.8	0.3	-1.5	2	0.4	-0.2
26	CCOc1ccccc1NC1=NC2CS(=O)(=O)CC2S1 (stereo not given)	-18	2	-8	-1	-0.9	0.5	2.0	-1.7	3	0.1	-0.6
27	O=c1cc(CO)occ1OCc1cccc(C(F)(F)F)c1	2	1	-3	0	-0.3	-0.5	0.2	-0.9	-3	0.1	0.9
28	COc1ccc(CNC(=O)CN(C)Cc2ccc(C(C)(C)C)cc2)cc1	-7	-1	2	-1	-0.4	-1.5	0.4	-1.1	0	-0.1	1.9
29	COc1ccc(-c2c(-c3ccsc3)oc3ccc(N4CCOCC4)cc23)cn1	-482	8	-44	-341	0.0	0.2	-0.3	-1.5	-145	-0.5	1.9
30	CC1(C(=O)NS(=O)(=O)c2ccccc2)CCN1C(=O)Cc1ccccc1 (stereo not given)	1	14	-4	0	3.3	0.7	·	-1.2	-12	-0.2	1.5

Later entries:
nr	SMILES	PLC-beta3 inh	HGIII-sPLA2 inh	ADAM17 inh	PLC-gamma1 inh	hgDAF-12 ag	hcDAF12 agonist	DAX1 inh-1	ssDAF12 agonist	ADAM10 inh	DAX1 inh-2	GAA850 FXN act
31	Cc1ccc(Cn2nc(C)c(C(=O)NCC(c3ccc(F)cc3)N3CCOCC3)c2Cl)cc1 (stereo not given)	-5	-8	1	-4	-2.3	-1.5	-1.1	-0.6	-6	-3.0	-0.5
32	O=C1CCCC(=O)C1=Cc1c[nH]c2ccccc12	-2	5	-2	-1	3.4	2.1	1.9	-0.5	-8	-0.9	-0.9
33	COc1ccc(C(=O)c2c(-c3ccc(OC)cc3)oc3ccc(-c4ccc(OC)nc4)cc23)cc1	-2	6	-1	0	-1.3	-2.0	-0.3	-0.9	-5	0.1	-0.9
34	COc1ccc(CNc2nc3ccccc3n2C(C)C)c(O)c1	-5	-10	4	2	0.2	-3.0	0.9	-1.2	10	-0.4	0.1
35	C[C@H]1CN([C@@H](C)CO)C(=O)c2cccc(NC(=O)c3nc4ccccc4s3)c2O[C@H]1CN(C)C(=O)Nc1ccc(F)cc1	-25	-31	4	-20	-1.7	-1.9	-0.1	-1.2	10	0.0	-4.7
36	CC1(C)CN=C(N(Cc2ccccc2)C(=O)Nc2ccccc2)S1	2	-1	0	0	-0.9	-1.3	3.0	-1.8	1	-0.5	0.8
37	NS(=O)(=O)c1ccc(CCNc2ccn3nc(-c4cccc(C(F)(F)F)c4)cc3n2)cc1	-87	-25	-38	-65	-1.7	-0.9	·	-1.5	-148	-2.5	-1.1
38	OC1(c2cccc(C(F)(F)F)c2)CCN(c2ccc(-c3ccccc3)nn2)CC1	-3	2	-2	-2	3.2	1.5	1.1	-1.6	-6	2.8	5.8
39	COCCSc1nnc(NS(=O)(=O)c2ccc(C)cc2)s1	7	-4	1	1	1.7	-0.4	-0.7	-1.2	8	-0.2	2.1
40	Cc1cccc(Nc2ccccc2C(=O)OCC(=O)N2CCOCC2)c1C	-51	-8	2	-44	-1.3	-0.8	0.5	-1.3	0	-0.7	3.2

(continued)
nr	SMILES	PLC-beta3 inh	HGIII-sPLA2 inh	ADAM17 inh	PLC-gamma1 inh	hgDAF-12 ag	hcDAF12 agonist	DAX1 inh-1	ssDAF12 agonist	ADAM10 inh	DAX1 inh-2	GAA850 FXN act
41	Cc1ccc(C(=O)N2CCC[C@@H]2C(=O)N2CCC[C@@H]2C(=O)NCc2ccccc2)cc1C	1	2	-2	1	0.2	-0.4	·	-0.9	-2	0.3	·
42	CCOC(=O)c1sc(=NC(=O)c2ccc(OC)c(OC)c2)n(C)c1C	-13	0	-4	-11	0.2	-2.9	0.4	-1.4	-9	-0.5	1.4
43	COC(=O)c1ccc2c(c1)nc(C)n2CCO	0	1	-2	-2	5.4	-1.0	1.1	-1.1	-3	-0.6	1.8
44	CCCCCC(=O)N1C[C@H](O)[C@@H](n2cc(COC(=O)c3ccccc3)nn2)C[C@@H]1c1ccc(OC)cc1	4	-3	0	-1	2.9	2.0	0.5	-1.6	-3	0.9	0.1
45	CC(=O)Nc1ccc(S(=O)(=O)N(C)CC(=O)OC(C)C(=O)NC2(C#N)CCCCC2)cc1 (stereo not given)	2	-1	-2	0	1.1	-0.9	0.1	-1.0	0	0.0	0.3
46	C=CCOc1c(CNc2ccc(C(=O)O)cc2)cccc1OC	-8	0	-1	-4	0.4	-1.2	-0.7	-1.5	-6	0.2	2.6
47	CCc1ccc(N(C(=O)c2csnn2)C(C(=O)NC(C)(C)C)c2ccccn2)cc1 (stereo not given)	-4	-5	-2	2	5.2	5.3	3.0	0.6	-5	0.1	-0.2
48	CCC/C=C(\CCC)C(NS(=O)(=O)c1cccc2cccnc12)c1ccc(C(=O)OC)cc1 (stereo not given)	-2	-17	3	2	-1.9	-1.6	·	-1.6	5	-0.5	·
49	Cc1ccc(C(C)NC(=O)COC(=O)C2=COCCO2)cc1C (stereo not given)	-5	-5	-2	0	1.8	-0.6	0.1	-0.8	-3	1.7	-0.4
50	CSc1ncc(C(=O)Nc2cccnc2)c(C(F)(F)F)n1	-6	4	-8	-2	2.0	1.1	-0.3	-0.9	-9	0.2	-0.2

Screening data from PubChem.
